# LGR2 inh: Drosophila LGR2 receptor signaling inhibition | HEK293 LGR2, CRE-luciferase, bursicon-stimulated, 4 h | inhibition, % at 9.99 µM | 380,000 compounds, 0.35% hits | AID 720647;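 active = drop in luminescence signal, shown as inhibition above about 50% in the replicate tests, limit read from the data, passing the limit was not always enough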;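 also: agonist challenge used bursicon conditioned medium at about half maximal strength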
# CASP6 VEID inh: caspase-6 (human) enzyme inhibition | P55212 | purified caspase-6, Z-VEID-R110 cleavage fluorescence | inhibition, % at 12.5 µM | 350,000 compounds, 0.53% hits;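 active = mean inhibition across replicates at least about 35%, with every replicate also reaching that limit, limit read from the data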;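 also: 0% = median of neutral control wells and 100% = no fluorescence left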
# Target sequence (P55212 24-179 limits assumed): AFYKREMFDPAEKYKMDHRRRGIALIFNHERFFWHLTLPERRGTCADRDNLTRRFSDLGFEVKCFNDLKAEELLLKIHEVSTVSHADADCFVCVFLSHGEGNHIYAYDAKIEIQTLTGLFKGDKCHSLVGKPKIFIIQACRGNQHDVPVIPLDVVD
# Target sequence (P55212 194-293 limits assumed): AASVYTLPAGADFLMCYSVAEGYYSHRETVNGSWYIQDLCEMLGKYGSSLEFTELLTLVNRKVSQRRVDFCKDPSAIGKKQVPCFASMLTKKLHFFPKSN
# PAX8 inh HTS: PAX8 transcriptional activity inhibition | 360,000 compounds, 1.2% hits | inhibition, % at 12.6 µM | AID 652154 | RMG-I TPO-luciferase reporter, SteadyGlo, 24 h;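 active = mean replicate inhibition at least 60% with every replicate also reaching 60%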;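 also: luciferase light reporting Pax8 driven TPO promoter activity; plate controls were median of neutral control wells for no effect and mitoxantrone controls for full effect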
# miR-122 sensor: miR-122 inhibition in Huh7 cells; activation (reporter increase), % at 12.5 µM; Huh7 miR-122 Renilla luciferase sensor, 48 h; neutral wells = 0, positive control = 100; 340,000 compounds, 0.3% hits; AID 602342;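 active = mean replicate activation score at least 90 and every replicate individually at or above 90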;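 also: higher luciferase means less miR-122 activity so hits act as miR-122 inhibitors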
# EWS-Fli block: EWS/Fli transcriptional activity inhibition | A673 NR0B1-luciferase reporter, viability-normalised | inhibition, % at 12.6 µM | 350,000 compounds, 0.67% hits;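 active = mean inhibition of at least 50% after viability correction, with every replicate also passing that limit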;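 also: firefly luciferase signal divided by Alamar Blue viability fluorescence both relative to DMSO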
# FN deposit inh: fibronectin deposition inhibition. AH1F fibroblasts, Alexa488-fibronectin deposition fluorescence, overnight. 350,000 compounds, 0.086% hits. inhibition, % at 12.6 µM. AID 743247;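 active = mean inhibition across replicates of 30% or more, regardless of how many single replicates reach that level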;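 also: positive control wells lacked labelled fibronectin entirely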
#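 Material: AH1F fibroblast monolayer depositing Alexa488-labelled fibronectin into matrix / Amount: 10000 AH1F cells per well / Signal: fluorescence 485/525 nm / Medium: DMEM, 2% serum / Compound: single dose, pinned / Incubation: 1 h cell adhesion before compound, then overnight fibronectin incubation / Reagent: Alexa488-FN, 24 nM final / Read-out: inhibition of fibronectin deposition signal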
# PGC1a acetyl inh: PGC1a acetylation modulation, inhibitor mode. U2OS PGC1a acetylation, AlphaScreen anti-acetyl-lysine; with virally co-expressed GCN5 acetyltransferase. inhibition, % at 15.6 µM. 350,000 compounds, 0.17% hits. AID 651687;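 active = every replicate shows inhibition of at least 40%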;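 also: 0% = neutral control wells and 100% = positive control wells; some results beyond the cut were filed as inactive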
# Cneo AK release: Cryptococcus neoformans lysis via adenylate kinase release | C. neoformans lysis, adenylate kinase release luminescence, 4 h; normalised: neutral wells 0, clomiphene wells 100 | 360,000 compounds, 0.2% hits | lysis activity, % at 15 µM;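 active = mean lysis activity across replicates of at least 80%, whatever share of replicates individually reach that level; inactive = mean lysis activity below 80%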
#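 Test system: log-phase Cryptococcus neoformans yeast cells. Input: 5 × 10^6 yeast cells/mL. Medium: fresh YPD growth medium. Doses: single dose. Incubation: static 4 h at 37 °C with compound, 1 h detection. Measured by: luminescent adenylate kinase detection reagent. Read-out: signal increase indicating cell lysis. Benchmarks: Clomiphene.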
# Numbers without * were called inactive; · = not tested or not shown; [ ] = another dose, or the depositor's remark.
item	smiles	LGR2 inh	CASP6 VEID inh	PAX8 inh HTS	miR-122 sensor
1	COc1ccc(OCCN2C(=O)c3ccccc3C2=O)cc1	-35	1	-32	-4
2	O=C(O)/C=C/C(=O)Nc1cccc2cccnc12	8	26	18	·
3	Cc1ccc(C2=NN(C(=O)CCC(=O)O)C(c3cn(-c4ccccc4)nc3-c3ccc(C)cc3)C2)cc1 (centres undefined)	-5	1	5	·
4	O=C(NNc1ncnc2ccccc12)c1cccc(Cl)c1	-4	-3	-131	1
5	CC(OC(=O)COc1cccc2c1OC(C)(C)C2)C(=O)Nc1ccc(S(N)(=O)=O)cc1 (centres undefined)	-1	2	-24	0
6	COC(=O)C(Cc1ccc(O)cc1)NC(=O)c1ccc2c(c1)OCCO2 (centres undefined)	-18	-1	-28	-4
7	COc1cc(OC)c(NS(=O)(=O)c2cccc(C(=O)OCC(=O)NCC3CCCO3)c2)cc1Cl (centres undefined)	13	2	12	0
8	COc1ccc(CCNC(=O)[C@@]2(Sc3ccc(C)cc3)CC(=O)N(C3CCCCC3)[C@@H]2c2ccc(CO)cc2I)cc1	·	-1	59	·
9	COC(=O)[C@@]1(C)[C@H]2C(=O)N(Cc3ccccc3)C(=O)[C@H]2[C@H]2CN=C(SCC(=O)c3ccccc3)N21	4	-1	-5	-2
10	COc1ccc(OC)c(/C=N/NC(=O)c2nnn(-c3nonc3N)c2-c2cccs2)c1	-21	3	13	1
11	CNc1ncc(Cc2ccccc2)s1	26	0	51	-4
12	CCOC(=O)Cc1csc(NC(=S)NC(=O)c2ccc(C)cc2)n1	-6	-3	44	·
13	Cc1c(C(=O)N(C)C2CCCCC2)sc2ncnc(N3CCN(c4ccccc4)CC3)c12	5	0	13	1
14	COc1ccc(S(=O)(=O)Nc2ccc3c(c2)[C@@H]2C[C@H](CC(=O)N(C)C)O[C@H](CO)[C@@H]2O3)cc1	-11	1	-15	6[16.7 µM]
15	CC1(C)C(=O)Nc2ccccc2N1C(=O)COC(=O)Cn1cnc2ccccc2c1=O	·	·	4	3

item	EWS-Fli block	FN deposit inh	PGC1a acetyl inh	Cneo AK release
1	-18	1	-8	-1
2	8	0	·	0
3	-5	·	·	·
4	-44	5	-4	4
5	1	-8	1	-2
6	-3	-11	0	-8
7	-4	·	-5	1
8	4	·	-9	65
9	-4	-2	-5	2
10	-4	11	-5	5
11	-4	5	3	-1
12	82*	4	·	·
13	13	-1	10	0
14	2	-3	4	-5
15	·	-8	3	0

# Following part:
item	smiles	LGR2 inh	CASP6 VEID inh	PAX8 inh HTS	miR-122 sensor
16	O=C(O)/C(=C\c1ccc(F)cc1)c1ccc(-c2ccccc2)cc1	6	21	15	-12
17	COc1ccc(NC(=O)Nc2sc(NS(=O)(=O)c3ccccc3)nc2C)cc1	-2	1	-6	0
18	CCOC(=O)c1c(NC(=O)CSc2nnc(-c3ccc(Cl)cc3)o2)sc2c1CCC2	-9	-2	12	·
19	CCN(CC)CCN(C(=O)CCOc1ccccc1)c1nc2c(F)cc(F)cc2s1	-13	2	3	-4
20	Cc1noc(C)c1NC(=O)N(C)C[C@H]1Oc2cc(C#CCC3CCCC3)ccc2S(=O)(=O)N([C@H](C)CO)C[C@H]1C	11	5	11	-10[16.7 µM]
21	Cc1nn(-c2ccccc2)c(C)c1/C=N/N1CCN(c2ccccn2)CC1	9	-4	0	·
22	CCOC(=O)C1CCN(C(=O)COC(=O)c2cccc(NS(=O)(=O)c3ccccc3)c2)CC1	-5	-2	11	-13
23	Cc1cc(C)cc(NC(=O)C2CCCN(c3ncccn3)C2)c1 (centres undefined)	-15	-1	3	-1
24	COCCNC(=O)C[C@H]1CC[C@H]2[C@H](COc3ccc(NC(=O)C4CCOCC4)cc3C(=O)N2C)O1	-14	1	-8	-22[16.7 µM]
25	O=C(O)Cn1nnnc1-c1ccc(F)cc1	17	3	·	-2
26	CC(C)CC#Cc1ccc2c(c1)O[C@H](CN(C)C(=O)c1ccccc1F)[C@@H](C)CN([C@H](C)CO)S2(=O)=O	31	1	·	43[16.7 µM]
27	O=C(NCCN1CCOCC1)c1ccc2ccccc2n1	-14	-1	·	-3
28	Clc1cccc(OCCN2CCNCC2)c1	·	-10	14	·
29	COc1ccc(CC(=O)OCN2C(=O)c3ccccc3C2=O)cc1	-4	·	·	-4
30	O=C(Cc1ccc(Cl)cc1)NCCc1cnc[nH]1	12	-2	16	·

item	EWS-Fli block	FN deposit inh	PGC1a acetyl inh	Cneo AK release
16	0	3	·	·
17	1	6	-5	·
18	11	9	27	·
19	-2	-3	-4	0
20	11	4	2	-16
21	-12	-6	·	·
22	8	3	-3	2
23	-22	1	·	-9
24	-10	-15	-2	2
25	-16	·	2	·
26	24	·	3	4
27	0	·	9	·
28	5	9	·	·
29	·	·	-5	-2
30	6	-3	·	18

# Other entries:
item	smiles	LGR2 inh	CASP6 VEID inh	PAX8 inh HTS	miR-122 sensor
31	CC(C)(C)c1ccc(C(=O)NC(=S)N2CCCC2)cc1	9	-1	-28	-1
32	C[C@@H]1CN([C@@H](C)CO)C(=O)c2cc(C3=CCCC3)cnc2O[C@@H]1CN(C)C(=O)C1CC1	-8	·	·	3[16.7 µM]
33	COCC(=O)Nc1cc(OC)ccc1OC	·	·	14	1
34	CCO/C=C1/C(=O)N(C(C)=O)c2ccccc21	·	·	7	2
35	CCCCNC(=O)CCNC(=O)c1ccc(C(C)(C)C)cc1	9	·	·	-3
36	COC(=O)/C=C1\OCc2cc(OC)c(OCc3ccccc3)cc21	4	5	-17	·
37	COc1ccc2c3c(n(C)c2c1)[C@@H](CO)N(C(=O)CC1CC1)CC31CN(C(=O)C2CCC2)C1	-31	-1	1	·
38	Cn1cc[nH]c1=S	-19	-3	-17	-7
39	COc1ccc(NC(=O)Nc2ccc3c(c2)C(=O)N([C@H](C)CO)C[C@H](C)[C@@H](CN(C)C)O3)cc1	7	0	-2	1[16.7 µM]
40	Cn1nc(C(F)(F)F)c2cc(C(=O)Nc3ccc(C(F)(F)F)cc3)sc21	24	0	8	·
41	C[C@@H]1CN([C@H](C)CO)C(=O)c2cc(NC(=O)NC3CCCCC3)ccc2O[C@@H](C)CCCCO[C@H]1CN(C)C(=O)Nc1ccc(F)cc1	3	2	-1	·
42	Cc1noc(C)c1NC(=O)N[C@H]1C=C[C@@H](CC(=O)N2CCCCC2)O[C@H]1CO	7	-1	-2	·
43	CCc1nc2n(n1)C(O)c1cc([N+](=O)[O-])ccc1S2 (centres undefined)	-7	2	13	·
44	COc1ccc(NC2CCCN(C(=O)CSc3ccccn3)C2)cc1OC (centres undefined)	-5	5	-2	-2
45	CCCC#Cc1ccc([C@H]2[C@H](CO)N3C(=O)CN(C(=O)c4ccncc4)C[C@@H]23)cc1	13	1	·	·

item	EWS-Fli block	FN deposit inh	PGC1a acetyl inh	Cneo AK release
31	·	·	7	33
32	-12	·	5	·
33	·	1	9	3
34	·	-4	·	-2
35	·	5	13	9
36	-10	8	·	·
37	-4	·	·	·
38	-8	1	7	2
39	8	·	-1	-2
40	8	9	-28	·
41	6	·	-17	·
42	0	6	11	-7
43	5	3	·	·
44	·	-7	4	-1
45	9	·	-7	·

# Of the compounds above, these have a Cl atom.
item	smiles	LGR2 inh	CASP6 VEID inh	PAX8 inh HTS	miR-122 sensor
4	O=C(NNc1ncnc2ccccc12)c1cccc(Cl)c1	-4	-3	-131	1
7	COc1cc(OC)c(NS(=O)(=O)c2cccc(C(=O)OCC(=O)NCC3CCCO3)c2)cc1Cl (centres undefined)	13	2	12	0
18	CCOC(=O)c1c(NC(=O)CSc2nnc(-c3ccc(Cl)cc3)o2)sc2c1CCC2	-9	-2	12	·
28	Clc1cccc(OCCN2CCNCC2)c1	·	-10	14	·
30	O=C(Cc1ccc(Cl)cc1)NCCc1cnc[nH]1	12	-2	16	·

item	EWS-Fli block	FN deposit inh	PGC1a acetyl inh	Cneo AK release
4	-44	5	-4	4
7	-4	·	-5	1
18	11	9	27	·
28	5	9	·	·
30	6	-3	·	18

# Going on with the list:
item	smiles	LGR2 inh	CASP6 VEID inh	PAX8 inh HTS	miR-122 sensor
46	COc1ccccc1-c1ccc2n(c1=O)C[C@@H]1[C@@H](CO)[C@H](C(=O)N3CCOCC3)[C@H]2N1CC1CC1	-2	·	-4	·
47	Cc1c(NC(=O)c2cccc(NC(=O)COc3ccc(C#N)cc3)c2)c(=O)n(-c2ccccc2)n1C	-3	-5	3	-1
48	O=C(COC(=O)/C=C/c1ccc(F)cc1)Nc1cc(C(F)(F)F)ccc1N1CCOCC1	23	2	14	·
49	Cc1noc(C)c1S(=O)(=O)N(C)C[C@H]1Oc2ccc(NS(=O)(=O)c3ccc(F)cc3)cc2CC(=O)N([C@H](C)CO)C[C@@H]1C	5	0	·	1[16.7 µM]
50	CC(C)NC(=O)Nc1ccc2c(c1)C(=O)N(C)[C@H]1CC[C@H](CC(=O)Nc3ccccc3)O[C@@H]1CO2	4	-1	-5	4[16.7 µM]
51	COc1ccc(C(c2sc3nc(C)nn3c2O)N2CCCCC2)cc1 (centres undefined)	-27	-1	-5	6
52	COc1cccc(CSc2nc3cc4c(cc3cc2C)OCCO4)c1	·	2	12	16
53	COCC(=O)N1CC(=O)N2[C@@H](CO)[C@@H](c3ccc(Br)cc3)[C@@H]2C1	7	0	-17	·
54	CC[C@H]1C(c2ccc(F)cc2)=NN(c2ccccc2)[C@@H]1CO	-28	-2	-8	31
55	COc1ccc(CCNc2nc(-c3cccnc3)nc3ccccc23)cc1OC	-2	3	47	-1
56	COC(=O)COc1cc(=O)oc2ccc(NS(=O)(=O)c3ccccc3)cc12	1	6	-3	-1
57	C[C@@H]1CCCCO[C@H](CN(C)Cc2ccc(Cl)c(Cl)c2)[C@@H](C)CN([C@@H](C)CO)C(=O)c2cc(NS(=O)(=O)c3ccccc3)ccc2O1	·	0	103*	-14[16.7 µM]
58	O=S(=O)(c1ccc(Br)cc1)N1CCn2c(nc3ccccc32)C1	23	-3	16	-5
59	Cc1ccc(S(=O)(=O)N(C)C[C@H]2Oc3c(NC(=O)Nc4ccc(F)cc4)cccc3C(=O)N([C@@H](C)CO)C[C@@H]2C)cc1	-1	6	-1	0[16.7 µM]
60	CC(C)N(C(=O)CO/N=C/c1cccc([N+](=O)[O-])c1)C(C)C	-7	2	-9	·

item	EWS-Fli block	FN deposit inh	PGC1a acetyl inh	Cneo AK release
46	-4	-8	·	-3
47	0	-1	1	-1
48	-4	2	·	·
49	-8	·	1	·
50	1	-11	-1	0
51	0	-5	-9	-3
52	-23	0	-16	0
53	-3	·	17	·
54	-14	9	-9	1
55	1	8	8	-1
56	0	6	-9	-1
57	19	·	-8	-2
58	2	3	6	-1
59	5	·	-4	8
60	-8	·	·	·

# Source: PubChem (Broad Institute)
